Screening data as filed in PubChem.
VLA-4 agonist – enhancers of LDV-FITC binding to VLA-4 integrin, primary screen, Jurkat cells, flow cytometry; Integrin alpha-4 (Homo sapiens), P13612; activation, % at 10 µM (by protocol); 24,000 tested, under 10 active;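 active = fluorescent ligand binding to cells raised by more than 40% of the manganese-induced maximum; inconclusive = compound's own fluorescence above 85% of the ligand control signal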;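 also: 0% = ligand binding without compound and 100% = manganese-stimulated maximal binding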
Target sequence (P13612 whole entry, looked up): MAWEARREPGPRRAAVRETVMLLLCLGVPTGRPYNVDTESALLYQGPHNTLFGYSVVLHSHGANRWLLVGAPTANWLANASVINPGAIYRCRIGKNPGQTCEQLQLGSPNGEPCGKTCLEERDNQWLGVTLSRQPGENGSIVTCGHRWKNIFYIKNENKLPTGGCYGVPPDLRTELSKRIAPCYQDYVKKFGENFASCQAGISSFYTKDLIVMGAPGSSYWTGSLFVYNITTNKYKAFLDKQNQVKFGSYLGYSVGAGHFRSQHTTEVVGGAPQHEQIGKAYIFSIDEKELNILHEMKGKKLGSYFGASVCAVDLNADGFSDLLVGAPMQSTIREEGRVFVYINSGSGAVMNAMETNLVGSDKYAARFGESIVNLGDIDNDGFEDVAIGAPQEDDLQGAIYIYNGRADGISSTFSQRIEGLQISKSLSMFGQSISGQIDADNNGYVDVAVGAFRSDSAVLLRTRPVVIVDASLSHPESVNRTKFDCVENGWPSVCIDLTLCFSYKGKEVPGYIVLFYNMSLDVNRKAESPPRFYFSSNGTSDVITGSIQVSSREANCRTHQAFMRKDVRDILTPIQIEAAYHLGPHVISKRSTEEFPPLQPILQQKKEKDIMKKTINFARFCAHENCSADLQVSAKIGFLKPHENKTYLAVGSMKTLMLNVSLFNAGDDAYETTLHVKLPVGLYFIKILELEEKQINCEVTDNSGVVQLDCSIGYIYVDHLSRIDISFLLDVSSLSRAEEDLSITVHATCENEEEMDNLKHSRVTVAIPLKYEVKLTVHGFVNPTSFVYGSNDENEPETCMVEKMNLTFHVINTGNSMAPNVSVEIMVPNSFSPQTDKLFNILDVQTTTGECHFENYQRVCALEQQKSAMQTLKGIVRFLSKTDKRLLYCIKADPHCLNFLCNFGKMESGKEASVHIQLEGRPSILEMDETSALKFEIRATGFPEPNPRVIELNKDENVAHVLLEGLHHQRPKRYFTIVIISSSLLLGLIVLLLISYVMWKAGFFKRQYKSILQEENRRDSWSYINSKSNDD
LNCaP diff act – activators of LNCaP prostate cell differentiation, primary screen, flow cytometry side scatter. 4 d. side scatter shift, % at 10 µM. hit rate 0.56% among 24,000. AID 795, 2007;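 active = side scatter shift above 30%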;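 also: androgen-responsive LNCaP prostate cancer cells in charcoal-stripped serum medium; percent of cells past a gate set so DMSO wells show 10% shift; higher shift means more granular cells and more differentiation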
VLA-4 antagonist – inhibitors of LDV-FITC binding to Mn2+-activated VLA-4, primary screen, Jurkat cells; inhibition, % at 10 µM (by protocol); Integrin alpha-4 (Homo sapiens), P13612; hit rate 0.2% among 24,000; LDV-FITC binding with Mn2+, flow cytometry; 100% = Mn2+-driven binding gain fully reversed;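 active = inhibition above 50%; inconclusive = compound itself fluorescent, judged against control cell fluorescence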;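 also: 0% = Mn2+ stimulated cells lacking compound and 100% = ligand binding without Mn2+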
Autofluor Jurkat – compound autofluorescence on Jurkat cells, primary screen, artefact control for VLA-4 allosteric ligand project, cell-based, flow cytometry; fluorescence ratio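 (tested at 10 µM compound in the well)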; AID 576, 2007; stronger effect = higher value; 1 = vehicle-only cell background; hit rate 0.61% among 24,000;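 active = fluorescence ratio above 2.44, which is 1 plus 3 SD of all ratios; inconclusive = signal too bright to measure linearly, ratio around 10 or more; inactive = fluorescence ratio below 2.44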;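 also: green fluorescence of cells measured with 488 nm excitation and 530 nm emission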
The depositor's hits bear a star.

Screening CCOC(=O)c1ccc(Nc2ncnc3nc[nH]c23)cc1 returned VLA-4 agonist 2, LNCaP diff act 2, VLA-4 antagonist 2 and Autofluor Jurkat 1.
For CCOC(=O)N1CCC(NC(=O)CCN2C(=O)C3C4C=CC(C4)C3C2=O)CC1 (configuration not stated) the results were VLA-4 agonist 6, LNCaP diff act 6, VLA-4 antagonist -2 and Autofluor Jurkat 0.98.
`O=C(CSc1nc2c(c(=O)n1-c1ccc(Br)cc1)SCC2)Nc1nccs1` gave VLA-4 agonist 1, LNCaP diff act 8, VLA-4 antagonist -9 and Autofluor Jurkat 1.1.
Screening COc1ccc(N2CCN(CCCNC(=O)CC3Oc4ccc(C)cc4NC3=O)CC2)cc1 (configuration not stated) returned VLA-4 agonist -16, LNCaP diff act 7, VLA-4 antagonist -12 and Autofluor Jurkat 0.98.
`COCCSc1nnc(NC(=O)CSCc2ccccc2)s1` gave VLA-4 agonist 5, LNCaP diff act 9, VLA-4 antagonist 6 and Autofluor Jurkat 1.
COc1cccc(-c2nnc(NC(=O)Cc3cccs3)s2)c1 was read as VLA-4 agonist -11, LNCaP diff act 19, VLA-4 antagonist -1 and Autofluor Jurkat 0.99.
`Cc1ccc(-n2nnc3c(=O)oc4ccccc4c32)cc1` gave VLA-4 agonist -4, LNCaP diff act 13, VLA-4 antagonist 6 and Autofluor Jurkat 1.2.
CCOc1cccc2cc(C(=O)Nc3nccs3)c(=O)oc12 was read as VLA-4 agonist -2, LNCaP diff act 5, VLA-4 antagonist -5 and Autofluor Jurkat 1.1.
`COc1ccc(OC)c(-c2nc3c(C)n[nH]c(=O)c3[nH]2)c1` gave VLA-4 agonist -4, LNCaP diff act 12, VLA-4 antagonist -24 and Autofluor Jurkat 1.1.
Screening COc1c(Cl)cc(-c2noc(C)c2C(=O)NCc2ccc3c(c2)OCO3)cc1Cl returned VLA-4 agonist -8, LNCaP diff act 15, VLA-4 antagonist 2 and Autofluor Jurkat 1.1.
`Cn1cc(/C=N/n2cnc3scc(-c4ccc(Cl)cc4)c3c2=O)c2ccccc21` gave VLA-4 agonist -13, LNCaP diff act 6, VLA-4 antagonist 23 and Autofluor Jurkat 1.1.
For CC(C)CN(C(=O)COC(=O)Cc1n[nH]c(=O)c2ccccc12)C1CCS(=O)(=O)C1 (configuration not stated) the results were VLA-4 agonist 4, LNCaP diff act 13, VLA-4 antagonist -13 and Autofluor Jurkat 1.
For Cc1ccnc(N2C(=O)c3ccccc3C2Nc2cccc(C)c2C)c1 (configuration not stated) the results were VLA-4 agonist inconclusive, LNCaP diff act 12, VLA-4 antagonist inconclusive and Autofluor Jurkat 1.
`O=C(NC12CC3CC(CC(C3)C1)C2)C1CCCN1C(=O)NC1CCCCC1` (configuration not stated) gave VLA-4 agonist 5, LNCaP diff act 8, VLA-4 antagonist -28 and Autofluor Jurkat 1.
For O=C1CN(C(=O)c2ccc(Br)o2)C(c2ccc(F)cc2)c2cc(Cl)ccc2N1 (configuration not stated) the results were VLA-4 agonist inconclusive, LNCaP diff act 7, VLA-4 antagonist inconclusive and Autofluor Jurkat 1.
For CCN(CC)CCNC(=O)CS(=O)Cc1nc(-c2ccc(C)cc2)oc1C (configuration not stated) the results were VLA-4 agonist 9, LNCaP diff act 10, VLA-4 antagonist -12 and Autofluor Jurkat 0.96.
C=CCOC(=O)C1=C(C)Nc2nnnn2C1c1cc(OC)ccc1OC (configuration not stated) was read as VLA-4 agonist 1, LNCaP diff act 11, VLA-4 antagonist 5 and Autofluor Jurkat 1.2.
Screening Cn1c(C(=O)N2CCCC(C(=O)O)C2)cc2sccc21 (configuration not stated) returned VLA-4 agonist 7, LNCaP diff act 4, VLA-4 antagonist 4 and Autofluor Jurkat 0.99.
Screening O=C(Nc1cccc(NC(=O)c2ccco2)c1)c1ccc2c(c1)OCO2 returned VLA-4 agonist -4, LNCaP diff act 4, VLA-4 antagonist -4 and Autofluor Jurkat 1.
For CCC1CCCCN1C(=O)Cn1c(C(=O)OC)cc2sc(Cl)cc21 (configuration not stated) the results were VLA-4 agonist -6, LNCaP diff act 5, VLA-4 antagonist -4 and Autofluor Jurkat 1.1.

Next section (6 carried over from the part before).
For O=C1CN(C(=O)c2ccc(Br)o2)C(c2ccc(F)cc2)c2cc(Cl)ccc2N1 (configuration not stated) the results were VLA-4 agonist inconclusive, LNCaP diff act 7, VLA-4 antagonist inconclusive and Autofluor Jurkat 1.
For CCN(CC)CCNC(=O)CS(=O)Cc1nc(-c2ccc(C)cc2)oc1C (configuration not stated) the results were VLA-4 agonist 9, LNCaP diff act 10, VLA-4 antagonist -12 and Autofluor Jurkat 0.96.
C=CCOC(=O)C1=C(C)Nc2nnnn2C1c1cc(OC)ccc1OC (configuration not stated) was read as VLA-4 agonist 1, LNCaP diff act 11, VLA-4 antagonist 5 and Autofluor Jurkat 1.2.
Screening Cn1c(C(=O)N2CCCC(C(=O)O)C2)cc2sccc21 (configuration not stated) returned VLA-4 agonist 7, LNCaP diff act 4, VLA-4 antagonist 4 and Autofluor Jurkat 0.99.
Screening O=C(Nc1cccc(NC(=O)c2ccco2)c1)c1ccc2c(c1)OCO2 returned VLA-4 agonist -4, LNCaP diff act 4, VLA-4 antagonist -4 and Autofluor Jurkat 1.
For CCC1CCCCN1C(=O)Cn1c(C(=O)OC)cc2sc(Cl)cc21 (configuration not stated) the results were VLA-4 agonist -6, LNCaP diff act 5, VLA-4 antagonist -4 and Autofluor Jurkat 1.1.
For O=C(NC1CC1)c1scc2c1OCCO2 the results were VLA-4 agonist 1, LNCaP diff act 6, VLA-4 antagonist 3 and Autofluor Jurkat 0.99.
Screening C=CCN(CC=C)C(=O)c1ccncc1 returned VLA-4 agonist 5, LNCaP diff act 5, VLA-4 antagonist -11 and Autofluor Jurkat 1.1.
CCOC(=O)N1CCC(N2C(=O)c3ccc(C(=O)Nc4ccc(F)cc4F)cc3C2=O)CC1 was read as VLA-4 agonist -2, LNCaP diff act 13, VLA-4 antagonist 23 and Autofluor Jurkat 1.
Screening COc1ccc(-c2nc(-c3ccc(NC(=O)c4ccncc4)cc3)no2)cc1OC returned VLA-4 agonist inconclusive, LNCaP diff act 16, VLA-4 antagonist inconclusive and Autofluor Jurkat 1.3.
For CCOc1ccc(C(=O)Nc2ccc(N3CCN(C)CC3)cc2)cc1Br the results were VLA-4 agonist -2, LNCaP diff act 25, VLA-4 antagonist -14 and Autofluor Jurkat 0.98.
N#CC1=C(N)Oc2n[nH]c(-c3cccs3)c2C1c1cccs1 (configuration not stated) was read as VLA-4 agonist -1, LNCaP diff act 6, VLA-4 antagonist 14 and Autofluor Jurkat 1.
COc1ccc(C2C(C(=O)N3CCN(c4ccccc4)CC3)c3ccccc3C(=O)N2C)cc1OC (configuration not stated) was read as VLA-4 agonist 4, LNCaP diff act 4, VLA-4 antagonist 3 and Autofluor Jurkat 1.
CCC(Sc1ncccc1C(=O)O)C(=O)N1CCCC1 (configuration not stated) was read as VLA-4 agonist 8, LNCaP diff act 4, VLA-4 antagonist -36 and Autofluor Jurkat 1.1.
CCN(CCCNC(=O)C1CCN(S(=O)(=O)CC)CC1)c1cccc(C)c1 was read as VLA-4 agonist 4, LNCaP diff act 11, VLA-4 antagonist 8 and Autofluor Jurkat 1.1.
For CCc1ccc(NC(=O)N(CCCOC(C)C)C2CCN(C(C)=O)CC2)cc1 the results were VLA-4 agonist 28, LNCaP diff act 12, VLA-4 antagonist -40 and Autofluor Jurkat 0.79.
`Cc1ccc2[nH]c3c(N4CCOCC4)ncnc3c2c1` gave VLA-4 agonist -2, LNCaP diff act 17, VLA-4 antagonist -1 and Autofluor Jurkat 1.1.
`O=C1c2ccccc2NC(c2cnc3ccccc3n2)N1O` (configuration not stated) gave VLA-4 agonist inconclusive, LNCaP diff act 6, VLA-4 antagonist inconclusive and Autofluor Jurkat 1.4.
CCN(CC)CCNC(=O)Cn1nc(Cc2cccnc2)c2ccccc2c1=O was read as VLA-4 agonist 1, LNCaP diff act 9, VLA-4 antagonist 7 and Autofluor Jurkat 1.
Screening COc1ccc(OC)c(C2C(C(=O)Nc3ccc(F)cc3)=C(C)Nc3nc(CCCO)nn32)c1 (configuration not stated) returned VLA-4 agonist 7, LNCaP diff act 8, VLA-4 antagonist -30 and Autofluor Jurkat 1.
`CCOC(=O)C1CCN(c2cc(=O)n(C3CCCCC3)c(=O)[nH]2)CC1` gave VLA-4 agonist -3, LNCaP diff act 3, VLA-4 antagonist 15 and Autofluor Jurkat 1.1.
`CN1C(=O)CC(C(=O)Nc2ccc(F)cc2)SC1=Nc1ccc2c(c1)OCO2` (configuration not stated) gave VLA-4 agonist 1, LNCaP diff act 5, VLA-4 antagonist -10 and Autofluor Jurkat 1.
Screening CN1[C@@H](CC(=O)c2ccccc2)CCC[C@H]1C[C@H](O)c1ccccc1 returned VLA-4 agonist -2, LNCaP diff act 5, VLA-4 antagonist -9 and Autofluor Jurkat 0.98.
Screening CCOC(=O)CNC(=O)c1nn(-c2cccc(OC)c2)c(=O)c2ccccc12 returned VLA-4 agonist 10, LNCaP diff act 5, VLA-4 antagonist -4 and Autofluor Jurkat 0.93.
For Cc1cc(C(=O)COC(=O)c2n[nH]c3ccccc23)c(C)n1C the results were VLA-4 agonist -4, LNCaP diff act 5, VLA-4 antagonist 2 and Autofluor Jurkat 1.
`Cc1ccc(CS(=O)(=O)Cc2ccc(C(=O)NCc3ccco3)o2)cc1` gave VLA-4 agonist 8, LNCaP diff act 8, VLA-4 antagonist -9 and Autofluor Jurkat 0.97.
For O=c1c2c3c(sc2nc2sc(C4CC4)nn12)CCCC3 the results were VLA-4 agonist -6, LNCaP diff act 7, VLA-4 antagonist 0 and Autofluor Jurkat 0.95.
`COCCCNC(=O)C1CC(=O)N(C2CCCC2)C1` (configuration not stated) gave VLA-4 agonist 15, LNCaP diff act 10, VLA-4 antagonist 4 and Autofluor Jurkat 0.92.
`CCc1ccc(Nc2cc(C)nc3nc(C)nn23)cc1` gave VLA-4 agonist 3, LNCaP diff act 5, VLA-4 antagonist 0 and Autofluor Jurkat 0.92.
For Oc1c(C(c2ccccc2)N2CCc3ccccc3C2)sc2ncnn12 (configuration not stated) the results were VLA-4 agonist -1, LNCaP diff act 4, VLA-4 antagonist -2 and Autofluor Jurkat 1.1.
For Cc1ccc2c(c1)N(CC(=O)NC1CCCCC1C)C(=O)CO2 (configuration not stated) the results were VLA-4 agonist -3, LNCaP diff act 3, VLA-4 antagonist -16 and Autofluor Jurkat 1.
Screening COCCNC(=O)C1CC(=O)N(CCc2ccccc2)C1 (configuration not stated) returned VLA-4 agonist 4, LNCaP diff act 14, VLA-4 antagonist 17 and Autofluor Jurkat 0.96.
Screening Cc1ccc2[nH]c3c(NCCN4CCOCC4)ncnc3c2c1 returned VLA-4 agonist 2, VLA-4 antagonist 3 and Autofluor Jurkat 1.
O=C(C1CCCN(S(=O)(=O)c2cccc3nonc23)C1)N1CCC(Cc2ccccc2)CC1 (configuration not stated) was read as VLA-4 agonist -8, LNCaP diff act 11, VLA-4 antagonist 12 and Autofluor Jurkat 1.7.
For Cc1nc2ncnn2c(C)c1CCC(=O)NCCC1=CCCCC1 the results were VLA-4 agonist -3, LNCaP diff act 7, VLA-4 antagonist -42 and Autofluor Jurkat 1.1.
CC(=O)N1c2c(cc(Br)cc2S(=O)(=O)NCC2COc3ccccc3O2)CC1C (configuration not stated) was read as VLA-4 agonist 3, LNCaP diff act 12, VLA-4 antagonist -12 and Autofluor Jurkat 1.
For COc1cccc(-c2noc(C3CCCN(C(=O)Cc4ccccc4)C3)n2)c1 (configuration not stated) the results were VLA-4 agonist 3, LNCaP diff act 8, VLA-4 antagonist -5 and Autofluor Jurkat 1.
Screening O=C(NCC1COc2ccccc2O1)c1ccc(NC(=O)C2CCCO2)cc1 (configuration not stated) returned VLA-4 agonist -2, LNCaP diff act 0, VLA-4 antagonist 1 and Autofluor Jurkat 1.
`CSc1nc(=NC(C)=O)ss1` gave VLA-4 agonist 8, LNCaP diff act 11, VLA-4 antagonist -14 and Autofluor Jurkat 1.1.
CC(C)=CC(=O)Nc1ccc(Br)cc1 was read as VLA-4 agonist -3, LNCaP diff act 6, VLA-4 antagonist -10 and Autofluor Jurkat 1.1.
`Cc1cccc(C2CC(c3ccccc3)Nc3nc(N)nn32)c1` (configuration not stated) gave VLA-4 agonist inconclusive, LNCaP diff act 6, VLA-4 antagonist inconclusive and Autofluor Jurkat 2.
C=CCN(C(=O)CNS(=O)(=O)c1ccccc1)C(C(=O)NCCOC)c1ccncc1 (configuration not stated) was read as VLA-4 agonist 8, LNCaP diff act 8, VLA-4 antagonist -3 and Autofluor Jurkat 1.1.
Cc1nc2ccc(S(=O)(=O)NCC(=O)N3CCN(c4ccccn4)CC3)cc2s1 was read as VLA-4 agonist 3, LNCaP diff act 24, VLA-4 antagonist 11 and Autofluor Jurkat 1.1.
`Cc1oc(-c2cccc(Cl)c2)nc1CN1CCCC(C(=O)NCc2ccco2)C1` (configuration not stated) gave VLA-4 agonist -1, LNCaP diff act 5, VLA-4 antagonist 11 and Autofluor Jurkat 1.1.

Not all compounds are listed, so the mix of outcomes need not match the whole.
